HSP90 refold inh: inhibitors of HSP90 luciferase refolding in rabbit reticulocyte lysate; luciferase refolding luminescence, 3 h; inhibition, % at 5.6 µM; hit rate 0.91% among 290,000; AID 1789;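 active = inhibition above the screen-wide mean plus 3 SD, computed separately per campaign, cut at about 16% in these data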;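 note: 0% = DMSO wells and 100% = 60 µM geldanamycin wells; inhibitors lower the luminescence because luciferase stays unfolded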
aSyn UTR inh: MLPCN primary screen, SNCA 5' untranslated region | alpha-synuclein 5'UTR reporter, inhibitor activity | inhibition, % (tested at 7.5 µM) | hit rate 0.82% among 300,000; in the data active = inhibition above about 60%; inconclusive = no clear call, values can overlap the other calls;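 note: H4 neuroglioblastoma cells stably carrying SNCA 5'UTR luciferase fusion; 0% = DMSO wells and 100% = positive control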
HIF act: HIF pathway transcriptional activation; U2OS HRE-luciferase reporter, luminescence; normalized: DMSO 0%, desferrioxamine 100%; activation, % at 7.5 µM (by protocol); hit rate 0.32% among 300,000; AID 1910;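 active = mean activation of at least 10% of the iron chelator positive control signal, with at least half of replicates also reaching 10%; inconclusive = mean and replicate majority disagree about reaching 10%; inactive = mean and most replicates under 10%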
KLF5 inhibitor: suppresses KLF5 promoter-driven expression. AID 1700. DLD-1 KLF5 promoter-luciferase reporter, luminescence. inhibition, % at 5 µM. hit rate 0.23% among 290,000;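 active = inhibition above a per-plate limit of that plate's mean compound inhibition plus 3 SD, cut at about 60% in these data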;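 note: 0% = DMSO wells and 100% = LY294002 at 200 µM; higher means less KLF5 promoter-driven luciferase light; inactives centre near -14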
AI-2 QS modul: modulates the Vibrio harveyi AI-2 quorum sensing system | Vibrio harveyi JMH597 AI-2 luminescence/OD600 ratio, 9 h; active compounds read low; strain lacks LuxN and CqsS sensors; 0 = neutral-control median | activity change, % at 7.5 µM | hit rate 0.4% among 300,000 | AID 2094; in the data active = activity change below about -75%, passing the limit was not always enough; inconclusive = no clear call, values can overlap the other calls;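 note: luminescence divided by OD600 gain over 9 h not by final OD600 alone; inactives centre near 13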
HSF1 activator: increases HSF-1 driven luciferase reporter signal | NIH3T3-HGL HSF-1 luciferase reporter, MG132, 8 h; 100% = twice DMSO control signal | activation, % at 9 µM | hit rate 1.7% among 300,000;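 active = mean replicate activation of at least 50% with a set share of replicates each reaching 50%; inconclusive = only one of those two conditions met; inactive = mean below 50% and too few replicates reaching it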;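 note: 0% = median of the neutral control wells and 100% = twice that signal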
HSF1 inhib: HSF1 inhibition; AID 2098; activity change, negative = inhibition, % at 7.5 µM (by protocol); hit rate 0.77% among 300,000; NIH3T3-HGL HSE-luciferase, MG132-induced, luminescence 8 h; active compounds read low;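 active = more than half of replicate wells show activity change below -50%, luminescence cut by over half; inconclusive = some wells, but at most half, below -50%; inactive = no replicate well below -50%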;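 note: luciferase reports HSF-1 transcriptional activity via heat shock element; 0% = median of DMSO wells and -100% = zero luminescence signal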
Platelet DG rel: platelet dense granule release activity; human platelet-rich plasma, SFLLRN dense granule ATP release, luminescence; inhibition, %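 (compounds screened at 7.5 µM in platelet-rich plasma)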; hit rate 0.22% among 300,000; AID 1663;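 active = mean replicate score, as percent of positive control, at or above 50; inconclusive = mean below 50 but at least one replicate at or above 50; inactive = mean and every replicate below 50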
HDAC3 inh: blocks human histone deacetylase 3 | O15379 | recombinant HDAC3, fluorogenic peptide/trypsin coupled, fluorescence | inhibition, % at 8.3 µM | hit rate 0.15% among 320,000 | AID 2718; in the data active = inhibition above about 26%, passing the limit was not always enough; inconclusive = no clear call, values can overlap the other calls
Target sequence (O15379 whole entry, looked up): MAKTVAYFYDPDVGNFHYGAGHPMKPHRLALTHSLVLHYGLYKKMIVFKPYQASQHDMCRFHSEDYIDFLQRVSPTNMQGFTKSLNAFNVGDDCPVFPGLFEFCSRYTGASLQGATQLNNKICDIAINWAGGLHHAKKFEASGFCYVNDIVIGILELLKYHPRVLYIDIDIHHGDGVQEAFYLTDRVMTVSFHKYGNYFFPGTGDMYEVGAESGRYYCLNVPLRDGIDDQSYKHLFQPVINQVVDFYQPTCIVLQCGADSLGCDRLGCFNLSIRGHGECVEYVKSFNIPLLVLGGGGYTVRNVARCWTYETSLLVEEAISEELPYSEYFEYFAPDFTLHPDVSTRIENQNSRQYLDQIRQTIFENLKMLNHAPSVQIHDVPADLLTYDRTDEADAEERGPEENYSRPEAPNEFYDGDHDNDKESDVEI
IEC-6 tox: IEC-6 cytotoxicity, counter-screen for KLF5 inhibitors; hit rate 0.78% among 290,000; inhibition, % at 5 µM; luminescence viability; in the data active = inhibition above about 22%;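 note: 0% = plate median of test compound wells and 100% = cytotoxic reference compound wells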
Active calls of the source: *; ? = inconclusive; nt = no result given.

Results follow in this order: HSF1 activator, Platelet DG rel, HSF1 inhib, aSyn UTR inh, HSP90 refold inh, AI-2 QS modul, HIF act, IEC-6 tox, HDAC3 inh, KLF5 inhibitor
> COc1ccc(NC(=O)CSc2c3c(nc4cc(Cl)ccc24)CCCC3)cc1OC
  128*, ?, 74, -33, 3, -9, 7.4, 0, -2, -14
> CCN(CC)c1nc(C#N)nc(N(CC)CC)n1
  -15, 0, 0, 14, -1, 6, -0.4, -4, nt, -30
> O=C(Cc1n[nH]c(=O)c2ccccc12)Nc1cc(Cl)ccc1-n1cncn1
  -32, 9, -12, 9, nt, 3, -1.1, nt, 9, nt
> COc1ccc(CCN(C)C(=O)C2CCN(Cc3cccc(OC)c3OC)CC2)cc1OC
  0, 14, -2, 26, -6, 24, 0.1, 2, 1, -23
> Cc1ccc(NCC(=O)N=Nc2c(O)[nH]c3ccc([N+](=O)[O-])cc23)cc1
  nt, -2, nt, -172, 1, 1, nt, -7, -1, -17
> COc1ccc(CNC(=O)CCSc2nc(-c3ccc4c(c3)OCO4)cc(C(F)(F)F)n2)cc1
  -20, -9, 7, 16, 15, 15, -0.2, -1, -4, -13
> CC(=O)Nc1ccc(S(=O)(=O)Nc2nc3ccccc3nc2-n2ccc(=NC(=O)c3ccc(F)cc3)cc2)cc1
  1, 14, -1, 6, 2, 11, -0.4, 2, 15, -10
> CC(C)[C@H](NC(=O)c1ccccc1)C(=O)N1CCc2ccccc21
  -3, -4, -3, 15, 2, 7, 0.0, 0, -3, 2
> O=C(Cc1ccc([N+](=O)[O-])cc1)N/N=C/c1ccc([N+](=O)[O-])o1
  2, -14, -11, 89*, -1, 1, 0.6, -13, 4, -26
> C=CCOc1ccc(Br)cc1/C=C1\NC(=S)N(C(C)=O)C1=O
  16, -4, 12, 10, -1, 12, 0.1, -2, 1, -6
> Fc1ccc(CSc2ncnc3ccccc23)cc1
  5, 5, 2, 14, -3, -51, 0.9, -3, 4, -2
> COc1ccc(C2CC(c3ccccc3)=NN2c2ccc(C(N)=O)cc2)cc1 (centres undefined)
  9, -7, 2, 6, -6, 25, 0.3, -2, -199, -16
> Cc1cc2nc(C3CCN(C(=S)NCCCOC(C)C)CC3)[nH]c2cc1C
  -7, 1, 5, -11, -4, 18, 0.3, 5, 6, -22
> CCN(CC)S(=O)(=O)c1cc(F)ccc1OC
  nt, nt, nt, nt, 4, nt, nt, 1, -1, 4
> O=C(Nc1cc(S(=O)(=O)N2CCOCC2)ccc1N1CCCC1)c1cccnc1Cl
  2, -1, 4, -5, 2, 12, -0.6, -5, 1, -14
> COc1cc2ccccc2cc1C(=O)Nc1sc2c(c1C(N)=O)CCN(C(C)C)C2
  -32, -11, -33, 102*, 6, 6, -4.7, 15, 3, -11
> O=C(NC(=S)NNC(=O)[C@H]1C[C@@H]1c1ccccc1)c1ccc(F)cc1
  -28, 3, -32, 16, 1, -3, -0.4, 6, -1, 5
> CCOC(=O)C1CCCN(C(=O)CN2C(=O)/C(=C/c3ccc(OC)cc3)Oc3ccccc32)C1 (centres undefined)
  -8, 17, -9, 18, 6, 6, 0.6, -5, -1, -22
> Cc1ccc(CCNC(=O)CCS(=O)(=O)Cc2ccc(C)cc2)cc1
  1, 3, 1, 11, 4, 24, -0.8, -4, -1, -40
> COc1ccccc1NC(=O)Nc1nnc(CC(=O)Nc2ccccc2)s1
  7, -4, -4, -5, -5, -5, -1.2, 4, 2, -25
> CCOCCCn1cnc2c3cc(F)ccc3n(C)c2c1=O
  nt, nt, nt, nt, -2, 31, nt, -7, -7, -21
> CS(=O)(=O)c1ccc(C(=O)NC2CCCc3ccccc32)cc1 (centres undefined)
  -10, 2, -12, -11, 1, 17, -0.3, 0, 2, 16
> COC(=O)c1ccccc1NCC(=O)c1ccc(OC)cc1
  21, -5, 6, -9, 7, 28, 0.2, -3, -6, -31
> CCn1nc(C)c(CN2CCCC(CNS(=O)(=O)c3ccc(OC)cc3)C2)c1C (centres undefined)
  -11, 9, -7, -7, 5, 0, 0.1, 5, -3, -10
> COC(=O)c1ccc(-c2ccc(C(=O)N3CCCN(C)CC3)cc2)cc1
  11, 0, 5, -1, -5, 16, 0.2, -2, nt, -9
> COc1ccc(C2Nc3ccccc3C(=O)N2Cc2ccccc2)cc1CN1CCOCC1 (centres undefined)
  38, 3, 26, -10, 1, 0, -0.6, -2, -29, -15
> COC(=O)c1c(Oc2nc(OC)cc(OC)n2)cccc1Oc1nc(OC)cc(OC)n1
  -4, 10, 2, 30, -1, 24, -0.3, -1, 11, -30
> CCOC(=O)c1ccc(NS(=O)(=O)c2cnc[nH]2)cc1
  -5, -4, 0, 7, 3, 34, 0.6, -1, -5, 3
> Cn1cc(Cl)c(/C=C(\C#N)S(=O)(=O)c2ccccc2)n1
  39, 30, 4, 14, -4, -1, 0.3, -2, 2, -30
> Cc1cccc(C=Nc2ccc3c4c(cccc24)CC3)c1O
  34, -6, 12, -9, 4, -9, -0.2, 15, -32, -8
> CNc1nc(C)c(C(=O)c2ccc(Cl)cc2)s1
  -2, 6, -2, -14, 1, 9, 0.1, 0, 2, -36
> CCCCNC(=O)CSc1nc2c(sc(=S)n2-c2cc(Cl)ccc2OC)c(=O)[nH]1
  -4, 2, 0, -3, 0, 18, -0.5, 1, 9, -8
> Cc1ccccc1N(CC(=O)NCCSc1ccccn1)S(=O)(=O)c1ccccc1
  11, 0, -2, -12, 1, 12, 0.0, -7, 6, -36
> C/C(=N\NC(=O)CNC(=O)c1ccc2c(c1)OCCO2)c1ccco1
  5, -10, -2, -17, 2, 27, -0.4, -7, 3, -12
> Cc1cccc(N2CN(Cc3cccnc3)CNC2=S)c1C
  -4, 7, -3, 31, 1, 7, 0.3, 1, -5, -7
> O=C(c1cc([N+](=O)[O-])ccc1N1CCCC1)N1CCCCC1
  -1, -5, -4, 3, 6, 26, -0.5, 0, 4, -5
> O=C(COC(=O)C1(c2ccc(F)cc2)CCCC1)N1CCN(C(=O)c2ccco2)CC1
  -3, 2, 0, 14, 0, 20, -0.3, -3, 4, -27
> O=S(=O)(Nc1ccc(N2CCCCC2)cc1)c1ccccc1F
  2, 0, -12, -33, 3, 23, -0.2, -7, -1, -28
> CCOC(=O)C1CCN(C(=O)COc2ccc(N(C)S(=O)(=O)c3cccs3)cc2)CC1
  -2, -5, 7, 6, -2, ?, 1.3, -2, ?, -56
> O=C(CNC(=O)c1ccccc1Cl)Nc1ccc(F)cc1
  nt, -2, nt, -14, 0, 27, nt, 4, 2, -10
> CCOc1ccc(NC(=O)c2c(N)n(C)c(=O)[nH]c2=O)cc1
  -28, 11, -22, -33, nt, -3, 5.0, nt, -13, nt
> Cc1ccccc1NC(=O)NCC1CCN(c2ccc(S(=O)(=O)N3CCOCC3)cc2)CC1
  20, -2, -2, 2, -5, 16, 0.1, -9, -2, -34
> N#Cc1ccc(OCC(=O)NC2=NCCS2)cc1
  -9, 9, -2, 2, 2, 23, 1.4, 1, 1, -1
> Cc1ccc(C)n1CCN1CCN(CC(=O)Nc2ccc(S(N)(=O)=O)cc2)CC1
  1, 9, -3, -16, -1, 14, 1.2, -1, -3, -26
> c1ccc(C(c2ccccc2)N2CCN(C(c3ccccn3)c3nnnn3C3CCCC3)CC2)cc1 (centres undefined)
  -12, 16, 3, -19, 1, 20, 0.1, 2, 4, 9
> Cc1csc(Nc2ccccc2C(F)(F)F)n1
  1, -2, 1, -42, -2, 25, 0.6, 2, 12, 3
> Cc1cc(F)ccc1S(=O)(=O)N1CCCOC1CNC(=O)C(=O)NC1CC1 (centres undefined)
  7, -13, -4, -4, 5, 17, -0.4, -9, 5, -27
> O=C(O)CC1NCCc2ccccc21 (centres undefined)
  21, -15, 1, 4, 2, 10, -0.4, 2, -3, -4
> COC(=O)c1ccc(C(=O)OC)c(NC(=S)N2CCN(c3ccccc3)CC2)c1
  -37, 2, -19, -29, 4, 14, -0.5, 10, -2, 9
> Cc1cc(C(=O)CSc2nc3ccccc3o2)c(C)n1C1CC1
  63*, 0, 18, -165, 2, 35, 5.1, -12, 11, -11

(list continues)
Results follow in this order: HSF1 activator, Platelet DG rel, HSF1 inhib, aSyn UTR inh, HSP90 refold inh, AI-2 QS modul, HIF act, IEC-6 tox, HDAC3 inh, KLF5 inhibitor
> COc1ccc(C(=O)N/N=C/c2ccc(OC)c(COc3ccc(F)cc3F)c2)cc1
  14, -3, 14, 8, 0, 29, 0.1, 7, 1, -18
> Cn1c(C(=O)NCCN2CCN(Cc3ccccc3)CC2)cc2c(=O)n(C)c3ccccc3c21
  -5, 5, -8, 4, nt, 2, -0.3, nt, -2, nt
> CC(C)(C)NC(=S)NCc1cccnc1
  4, -5, 4, 16, 1, 17, -0.1, 4, -3, -8
> Cc1cc(C)nc(SCc2nnc(SCC(=O)Nc3ccc(Cl)c(C(F)(F)F)c3)o2)n1
  14, 2, 3, 14, -1, 10, 0.0, 0, 2, -2
> O=C(Nc1ccc2cn[nH]c2c1)c1ccc(Cl)c(S(=O)(=O)N2CCOCC2)c1
  4, -6, 6, -200, -2, 12, 2.3, -2, -5, -48
> Cc1ccc2c(c1)N(C(=O)CCC(=O)NCc1cccnc1)CCO2
  4, -6, -9, 7, -2, 8, -0.1, 9, 6, -6
> COCC1CCCN(C(=O)c2cc(COc3cccc4cccnc34)on2)C1 (centres undefined)
  20, 3, 2, 17, 0, 8, -0.1, 1, -1, -3
> Cc1ccc(S(=O)(=O)N(CC(=O)N2CCCC2)C2CCCCC2)cc1
  -5, 8, 5, -2, 6, 25, -0.1, 2, -5, -28
> O=C(c1ccco1)N1CCN(S(=O)(=O)c2cccc([N+](=O)[O-])c2)CC1
  -5, 13, -6, 8, 0, 20, 0.2, -6, -5, -15
> COc1cc2c(cc1OC)CN(Cc1cc(OC)c(O)c(OC)c1)CC2
  -6, 4, -11, -5, 4, 8, -0.1, 9, 1, -17

Exported with bars between the fields: four of the compounds above.
molecule | HSF1 activator | Platelet DG rel | HSF1 inhib | aSyn UTR inh | HSP90 refold inh | AI-2 QS modul | HIF act | IEC-6 tox | HDAC3 inh | KLF5 inhibitor
COCC1CCCN(C(=O)c2cc(COc3cccc4cccnc34)on2)C1 (centres undefined) | 20 | 3 | 2 | 17 | 0 | 8 | -0.1 | 1 | -1 | -3
Cc1ccc(S(=O)(=O)N(CC(=O)N2CCCC2)C2CCCCC2)cc1 | -5 | 8 | 5 | -2 | 6 | 25 | -0.1 | 2 | -5 | -28
O=C(c1ccco1)N1CCN(S(=O)(=O)c2cccc([N+](=O)[O-])c2)CC1 | -5 | 13 | -6 | 8 | 0 | 20 | 0.2 | -6 | -5 | -15
COc1cc2c(cc1OC)CN(Cc1cc(OC)c(O)c(OC)c1)CC2 | -6 | 4 | -11 | -5 | 4 | 8 | -0.1 | 9 | 1 | -17

3 compounds already listed, sorted by the value under AI-2 QS modul, highest first.
Structure | AI-2 QS modul
O=C(c1ccco1)N1CCN(S(=O)(=O)c2cccc([N+](=O)[O-])c2)CC1 | 20
CNc1nc(C)c(C(=O)c2ccc(Cl)cc2)s1 | 9
CCN(CC)c1nc(C#N)nc(N(CC)CC)n1 | 6

Assay outcomes as filed in PubChem.
